S1P4 agonist – agonists of human S1P4 receptor; O95977; activation, % at 4.98 µM; S1P4-expressing cell line, agonist reporter assay; hit rate 0.35% among 220,000; in the data active = activation above about 11%;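 note: 0% = DMSO vehicle and 100% = reference agonist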
Target sequence (O95977 whole entry, looked up): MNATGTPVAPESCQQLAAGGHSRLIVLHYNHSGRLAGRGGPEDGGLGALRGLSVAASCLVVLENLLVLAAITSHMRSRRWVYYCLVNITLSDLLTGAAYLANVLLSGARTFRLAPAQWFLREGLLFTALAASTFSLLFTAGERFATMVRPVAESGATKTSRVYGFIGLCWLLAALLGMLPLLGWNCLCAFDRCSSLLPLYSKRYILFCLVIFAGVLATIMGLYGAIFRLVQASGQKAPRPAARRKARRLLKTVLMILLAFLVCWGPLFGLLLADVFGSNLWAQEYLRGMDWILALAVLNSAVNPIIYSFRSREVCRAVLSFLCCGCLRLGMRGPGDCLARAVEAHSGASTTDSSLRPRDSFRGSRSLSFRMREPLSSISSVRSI
PERK inh – human PERK inhibition, primary cell-based screen; CHO PERK-DD fusion, SEAP luminescence translation reporter; inhibition, % at 5.6 µM; hit rate 0.17% among 220,000; AID 1416;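 active = inhibition above the mean inhibition of all tested compounds plus 3 SD, set separately per screening campaign, cut at about 2.9% in these data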;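 note: PERK kinase domain activated by AP20187 dimerizer at 100 nM; 0% = DMSO with dimerizer and 100% = rapamycin at 8.4 µM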
m-calpain inh – calpain II (pig) inhibition; inhibition, % at 16 µM; hit rate 0.37% among 220,000; purified calpain II, fluorogenic peptide substrate, 30 min;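 active = inhibition above about 50%, limit read from the data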
TRPML3 agonist – human mucolipin-3 channel agonism | Q8TDD5 | HEK293 TRPML3-YFP, Fluo-8 calcium fluorescence; 100% = the carbachol control signal | activation, % at 3 µM | hit rate 0.29% among 220,000 | AID 1448;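 active = activation above its plate's cutoff, the mean activation of the plate's test wells plus 3 SD, cut at about 12% in these data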;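 note: 0% = DMSO only wells and 100% = carbachol wells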
Target sequence (Q8TDD5 whole entry, looked up): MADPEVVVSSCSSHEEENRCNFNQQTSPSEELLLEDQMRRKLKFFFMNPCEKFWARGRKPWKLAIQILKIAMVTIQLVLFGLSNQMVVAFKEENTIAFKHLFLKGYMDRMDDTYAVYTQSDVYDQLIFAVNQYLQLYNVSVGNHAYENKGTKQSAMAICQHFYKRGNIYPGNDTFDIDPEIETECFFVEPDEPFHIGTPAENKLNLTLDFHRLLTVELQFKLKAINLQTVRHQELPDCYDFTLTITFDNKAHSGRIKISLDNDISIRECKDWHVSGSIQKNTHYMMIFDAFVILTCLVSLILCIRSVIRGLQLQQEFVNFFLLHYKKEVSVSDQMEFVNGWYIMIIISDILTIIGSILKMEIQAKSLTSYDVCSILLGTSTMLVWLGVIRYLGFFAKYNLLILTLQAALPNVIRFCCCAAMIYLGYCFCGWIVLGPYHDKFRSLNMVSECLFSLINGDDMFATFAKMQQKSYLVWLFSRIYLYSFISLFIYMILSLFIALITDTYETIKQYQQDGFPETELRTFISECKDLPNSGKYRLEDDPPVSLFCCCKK
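system = HEK293 cells stably carrying human TRPML3-YFP | doses = one concentration, 3 µM nominal, 0.3% DMSO | timing = dye loading 1 h 37 °C then 30 min ambient, 125 s read | detection = Fluo-8 calcium dye fluorescence, ex 470-495, em 515-575 nm | benchmarks = high control carbachol 87 µM, low control DMSO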
Ba/F3 V617F tox – lowers viability of Ba/F3 cells expressing EpoR and JAK2V617F | inhibition, % at 5.6 µM | hit rate 1.1% among 220,000 | AID 1446 | ATP luminescence;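 active = inhibition above the campaign mean plus 3 SD over all tested compounds, cut at about 24% in these data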;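 note: cytokine-independent growth of Ba/F3 cells driven by EpoR plus mutant JAK2; 0% = DMSO-treated cells and 100% = JAK inhibitor I control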
TRPN1 ag – activates the zebrafish TRPN1 channel; HEK293 zebrafish TRPN1-YFP, Fluo-8 calcium fluorescence; 100% = response to 87 µM carbachol; activation, % at 3 µM; hit rate 0.18% among 220,000;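 active = activation above its plate's cutoff, the mean activation of test wells on that plate plus 3 SD, cut at about 19% in these data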;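 note: 0% = DMSO alone and 100% = 87 µM carbachol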
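Material: zebrafish TRPN1-YFP in HEK293 cells; Doses: single test compound dose, 3 µM nominal, 0.3% DMSO; Timing: dye loading 1 h at 37 °C, then 30 min room temperature; Technique: intracellular calcium fluorescence with Fluo-8; Benchmarks: high carbachol 87 µM, low DMSO alone.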
EP2 modulator – modulates human prostaglandin E2 receptor EP2 signaling | AID 940 | P43116 | EP2-expressing cells, cAMP HTRF FRET, PGE2 co-stimulation | hit rate 0.83% among 260,000 | induction, % at 25 µM;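 active = compounds whose cAMP rise, as percent of the full-agonist control response, exceeds 60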;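 note: rat C6 glioma line stably carrying human EP2 under a CMV promoter; the protocol text gives 20 µM as final concentration; 100% = response of wells given 1 µM PGE2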
S1P4 antag – human S1P4 receptor antagonism; O95977; S1P4-expressing cells, antagonist mode, reporter read-out; inhibition, % at 4.98 µM; hit rate 0.26% among 220,000; in the data active = inhibition above about 29%;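 note: 0% = wells stimulated with agonist and 100% = vehicle wells without agonist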
BaF3 tox – parental Ba/F3 viability inhibition as JAK2V617F counter-screen. inhibition, % at 5.6 µM. CellTiter-Glo ATP luminescence. AID 1486. hit rate 1.1% among 220,000;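 active = inhibition above a per-campaign cutoff, the mean inhibition of all tested compounds plus 3 SD, cut at about 27% in these data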;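 note: 0% = DMSO wells and 100% = JAK Inhibitor I control wells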
An asterisk follows results filed as active; i = inactive; x = no result given; & = joins results of further samples.

SMILES	S1P4 agonist	PERK inh	m-calpain inh	TRPML3 agonist	Ba/F3 V617F tox	TRPN1 ag	EP2 modulator	S1P4 antag	BaF3 tox
O=C(/C=C/C=C/c1ccccc1)CC1(O)C(=O)Nc2ccccc21 (stereo not drawn)	3.0	0.7	19.3	0.0	2.4	0.7	-73.0&-16.6	-13.9	5.3
NC(=O)c1ccc(N=Cc2c(O)n(Cc3ccco3)c(=O)[nH]c2=O)cc1	0.8	0.8	-33.9	1.2	-2.3	0.7	-19.4	-4.6	-3.6
Cc1ccc(S(=O)(=O)NCCC(=O)Nc2ccc(Cl)cc2C(=O)c2ccccc2)cc1	1.9	-1.0	13.6	-1.2	-1.1	-2.7	46.8	-21.2	5.2
CCC(=NCCO)c1c(O)n(-c2ccccc2)c(=O)[nH]c1=O	2.0	0.0	-18.2	1.1	3.1	1.6	-0.4	-30.1	2.7
CCOC(=O)c1c(N)n(Cc2ccc(OC)cc2)c2nc3ccccc3nc12	3.5	-1.6	i	7.5	1.3	-1.6	9.9	-1.5	2.6
Cc1c(N=Nc2c(O)[nH]c(=O)[nH]c2=O)c(=O)n(-c2ccccc2)n1C	0.5	0.1	24.1	0.2	-2.6	-1.1	-1.2	10.0	2.0
CC(C)C(=O)c1cn(Cc2ccc(C#N)cc2)c2ccccc12	-1.6	-0.1	-9.1	0.6	-2.7	-0.2	18.2&28.4	-12.9	2.0
CCn1cc(C(=O)N2CCOCC2)c2ccccc21	-1.1	0.3	23.8	0.1	2.7	-1.3	4.8	-5.0	-1.4
COCCOC(=O)C1=C(N)OC(C)=C(C(=O)OC)C12C(=O)Nc1ccccc12 (stereo not drawn)	-3.2	2.1	2.8	0.4	-2.7	1.1	22.9	3.2	-2.7
O=C1CCCC2=C1C(c1cccnc1)Nc1ccccc1N2 (stereo not drawn)	-0.3	-0.8	1.5	1.1	1.7	1.3	7.7	-0.8	5.8
O=C(N/N=C/c1c(O)n(CCc2ccccc2)c(=O)[nH]c1=O)c1ccccc1	0.6	0.6	-21.3	-0.1	-2.2	2.2	-15.8	-2.5	0.6
Cc1c(/C=N/O)c2ccccc2n1C	-2.3	1.4	-20.6	-0.3	1.9	0.2	15.6	-13.9	7.0
NC(=O)OCCSc1nnc(-c2cccc(C(N)=S)c2)o1	1.6	0.7	-2.1	0.5	-0.6	0.6	1.4	-16.6	0.2
CCCCOC(=O)C1=C(N)OC2=C(C(=O)CCC2)[C@]12C(=O)Nc1ccccc12	1.1	0.3	3.0	1.0	2.5	-0.1	0.7	12.1	5.5
Nc1ccccc1C(=O)OCC(=O)N1CCc2ccccc21	-1.4	-0.7	-178.5	0.2	-3.6	0.4	11.1&3.3	5.1	6.2
CN1CCN(c2nc3ccccc3c(=O)n2-c2ccccc2)CC1	-0.8	1.1	-7.4	0.5	-0.5	-1.8	-37.7	-5.7	5.1
Cc1ccc(NP(=O)(Oc2ccccc2F)Oc2ccccc2F)cc1C	0.2	0.4	16.5	1.2	-0.3	-1.1	71.0*	-5.8	-1.1
Oc1ccccc1/C=N/NP(=S)(c1ccccc1)c1ccccc1	-0.2	-1.0	41.9	0.5	0.4	0.3	-18.6	-20.2	2.6
N[C@@H](Cc1c[nH]c2ccccc12)c1nnc(SCc2ccc(Cl)cc2)o1	1.5	-1.5	7.2	0.9	-0.5	0.1	-44.6	-31.8	5.1
O=C1NC(=O)C(CCc2ccncc2)(CCc2ccncc2)C(=O)N1CCc1ccc(F)cc1	-1.1	0.3	2.3	0.5	-6.8	-0.6	16.7	9.5	0.8
CCOC(=O)C1SC2(C(F)(F)C(F)F)CC1(O)c1c(c(OC)c3occc3c1OC)O2 (stereo not drawn)	-1.4	-0.4	-26.4	1.7	0.1	-0.7	-2.6	-6.8	4.5
Cc1ccc(C(=O)N[C@@H](C)CN2C3=NC[C@@H](Cc4ccccc4)N3C[C@H]2Cc2ccc(O)cc2)cc1Br	-0.1	1.4	-37.5	0.1	1.0	-0.8	-33.3	0.2	-0.7
CC(=O)c1c(C)n(C(C)C)c2ccc(O)cc12	5.3	0.6	x	-1.0	2.1	-1.1	x	-32.2	1.8
Cc1cccnc1-n1c(-c2ccccc2)nc2ccccc2c1=O	-1.3	0.9	-6.6	0.4	0.8	1.4	-4.8	-0.7	6.2
COc1cc2c3c(c1OC)-c1cc(O)ccc1CC3NCC2 (stereo not drawn)	-1.0	0.2	-109.8	0.5	-0.3	1.4	16.5	-5.1	2.8
CN1C(=O)/C(=C/C=C/c2ccco2)C(=O)NC1=S	2.1	-0.7	7.5	1.2	-2.3	1.8	-17.2	-24.6	3.3
Cc1ccc(-c2nc3ccccc3c(=O)n2-c2ccc(O)cc2)cc1	1.3	-0.1	-3.0	0.3	-2.1	-0.7	-14.5	11.4	9.8
C=CCN1C(=O)NC(=O)/C(=C/c2ccc(OC)c(CSc3ccccn3)c2)C1=O	-1.5	0.1	-33.4	-1.0	1.1	-1.5	-8.4	-16.1	5.1
O=C(c1ccco1)c1cn(Cc2ccccc2Cl)c2ccccc12	-1.8	-2.3	23.2	0.4	2.0	0.6	43.8	11.9	6.2
Cc1cc(C)cc(N2C(=O)/C(=C\c3ccc(N4CCN(C)CC4)o3)C(=O)NC2=S)c1	-1.9	1.2	-12.1	1.8	-4.5	4.5	1.1	13.1	-3.5
c1ccc2c(c1)CC1CNCc3cccc(c31)S2 (stereo not drawn)	2.4	-1.2	2.2	0.4	1.3	-0.1	36.9	13.2	2.9
CCOP(=S)(OCC)SCC(=O)NC(C(=O)O)C(C)C (stereo not drawn)	2.8	-0.2	-24.2	1.1	0.5	0.2	3.9	-13.2	4.3
CN1CCc2c(C#N)c(Cl)nc(Cl)c2C1	0.1	0.8	-129.0	0.1	1.5	0.7	25.9	-3.9	6.9
CCC(=NCC1CCCO1)c1c(O)[nH]c(=O)[nH]c1=O (stereo not drawn)	1.3	1.1	-9.3	0.8	1.6	-0.1	13.0	-11.4	1.6
O=C(c1ccc(Cl)cc1)C1CCCN(Cc2ccc3nonc3c2)C1 (stereo not drawn)	1.6	0.1	16.4	0.5	-1.5	-1.6	-61.1	1.2	-2.8
C=CCn1c(O)c(C(C)=NC2CCN(Cc3ccccc3)CC2)c(=O)[nH]c1=O	-0.2	0.4	-15.2	1.0	-3.4	3.0	12.0	3.7	-1.3
CC(C)(C)c1ccc(C(=O)C2CCCN(Cc3ccon3)C2)cc1 (stereo not drawn)	1.9	-0.2	9.1	1.5	-1.2	1.4	5.5	-0.3	1.0
O=C(NC(Oc1ccccc1)C(Cl)(Cl)Cl)c1ccccc1 (stereo not drawn)	2.6	-0.1	-13.5	-1.2	-2.0	-2.2	41.8	-13.9	8.0
CN1C(=O)N(C)C(=O)C2(Sc3ccccc3C2=O)C1=O	-1.0	2.6	-1.9	0.3	3.0	1.6	54.0	14.2	7.2
CCN1C(=O)/C(=C\c2ccc([N+](=O)[O-])s2)C(=O)NC1=S	0.1	1.7	-11.2	3.6	-0.9	7.7	-16.6	1.9	7.0
CCCCC(=O)N/N=C/c1c(O)n(Cc2ccc(F)cc2)c(=O)[nH]c1=O	0.5	0.5	-12.2	0.4	-0.9	0.4	22.0	-2.4	3.2
CCCc1nc2ccccc2c(=O)n1-c1cccc(OC)c1	1.5	0.1	8.9	-0.7	2.5	-1.9	5.1	-7.8	5.1
N#Cc1ccccc1Cn1cc(C(=O)c2cccs2)c2ccccc21	-0.1	0.5	2.6	-0.3	-2.3	0.0	29.4	13.7	3.1
CC(C)N(CCC(C(N)=O)(c1ccccc1)c1ccccn1)C(C)C (stereo not drawn)	0.9	0.5	-9.1	-0.1	1.7	-0.4	19.0&27.5&6.2&-9.2	-19.9	10.5
CCCCN1C(=O)/C(=C/C=C/c2ccco2)C(=O)NC1=S	1.6	0.1	-17.5	2.9	2.5	3.5	6.8	-14.4	6.0
O=C1NS(=O)c2cc([N+](=O)[O-])cc([N+](=O)[O-])c21 (stereo not drawn)	-1.2	2.4	35.2	0.3	-3.2	-0.8	-6.7	-9.3	-1.4
Cc1cccc(N2C(=O)NC(=O)/C(=C/c3ccc([N+](=O)[O-])o3)C2=O)c1	2.6	1.3	-31.9	4.0	-2.3	1.9	-1.6	-4.0	1.6
COc1ccc(OC)c(NC2=NCCCS2)c1	-1.8	0.2	2.4	0.8	1.4	-0.1	4.3	3.7	2.4
CSc1nc2ccc(C)cc2c(=O)n1-c1cccnc1	1.0	0.1	18.3	-0.7	3.5	0.1	-10.6	0.3	0.2
Clc1cccc(N2CCNCC2)c1Cl	2.0	-0.5	-19.1	0.2	-0.1	-0.1	-10.7	-23.8	2.7
Next part
SMILES	S1P4 agonist	PERK inh	m-calpain inh	TRPML3 agonist	Ba/F3 V617F tox	TRPN1 ag	EP2 modulator	S1P4 antag	BaF3 tox
O=c1c2ccccc2nc(CNc2ccccc2)n1-c1ccccc1	1.8	-2.9	-5.3	-0.1	-0.3	2.6	-9.6	-18.4	-0.3
Cc1ccc(/C=C2/C(=O)NC(=O)N(C)C2=O)cc1	-0.6	0.6	-1.7	0.3	-1.8	-0.2	1.2	-1.8	1.7
C=Cn1ccnc1P(=S)(c1ccccc1)c1nccn1C=C	0.3	0.6	-3.9	-0.4	-2.2	-0.4	18.7	-10.2	4.5
COc1cc(OC)c(OC)cc1/C=C1\C(=O)NC(=O)N(Cc2ccccc2)C1=O	0.9	0.9	-25.3	0.4	1.9	0.5	-33.5	-3.1	8.4
O=C1N(CN2CCOCC2)c2ccccc2C1(O)c1c[nH]c2ccccc12 (stereo not drawn)	-1.8	-0.8	24.4	0.4	4.8	1.5	-17.1	-1.8	10.3
CCCc1nc2ccccc2c(=O)n1-c1ccccc1OC	0.5	-0.7	-9.5	-0.4	3.1	0.0	10.5	-16.0	2.7
CC(C)(C)P(=O)(NCc1ccccc1)c1ccccc1 (stereo not drawn)	2.7	-0.8	-23.1	0.0	-1.4	1.0	27.5	-15.2	2.6
N#CCCn1cc(C(=O)Nc2ccccc2Cl)c(-c2ccc([N+](=O)[O-])cc2)n1	0.6	-1.0	19.4	0.1	3.5	-0.3	6.5	-19.4	10.3
CN1CCCC(C(=O)c2ccccc2)C1 (stereo not drawn)	3.0	1.1	-23.0	0.3	-1.8	1.0	17.3	-9.2	3.4
O=C(c1ccccc1F)c1cn(CC(=O)N2CCOCC2)c2ccccc12	-0.2	-0.2	-8.6	-0.6	0.2	1.7	-9.5&12.9	0.7	12.3
CC(C)Cn1cc(C(=O)N2CCC3(CC2)OCCO3)c2c3ccccc3n(C)c2c1=O	1.1	-1.0	-164.2	1.6	4.2	1.0	-12.2	-14.9	9.0
Cc1ccc(N2Cc3ccccc3C2=N)cc1[N+](=O)[O-]	2.1	1.2	-8.8	1.3	0.4	0.8	-6.1	17.5	6.3

Reformatted with bars between the fields: entries from further up
SMILES | S1P4 agonist | PERK inh | m-calpain inh | TRPML3 agonist | Ba/F3 V617F tox | TRPN1 ag | EP2 modulator | S1P4 antag | BaF3 tox
C=Cn1ccnc1P(=S)(c1ccccc1)c1nccn1C=C | 0.3 | 0.6 | -3.9 | -0.4 | -2.2 | -0.4 | 18.7 | -10.2 | 4.5
COc1cc(OC)c(OC)cc1/C=C1\C(=O)NC(=O)N(Cc2ccccc2)C1=O | 0.9 | 0.9 | -25.3 | 0.4 | 1.9 | 0.5 | -33.5 | -3.1 | 8.4
O=C1N(CN2CCOCC2)c2ccccc2C1(O)c1c[nH]c2ccccc12 (stereo not drawn) | -1.8 | -0.8 | 24.4 | 0.4 | 4.8 | 1.5 | -17.1 | -1.8 | 10.3

Bioassay records (PubChem BioAssay)

An excerpt; the hit share may differ from the screen's.
